# From PubChem BioAssay
# GLP1R inv ag: GLP-1 receptor (human) inverse agonism; HEK293 GLP-1R CRE-luciferase, luminescence, 24 h; GLP-1R form is constitutively active; AID 624417; 410,000 compounds, 1.6% hits; Potency, µM (titrated, usually from 38.3 µM), without a hit: at the top dose activity change, negative = inhibition, most hits filed as inhibitors; also: potency is read from the fitted curve at half-maximal effect; % is scaled to controls: 0 for no effect and ±100 for the full control effect; nearly all actives have a fitted effect of over 55% in size
# Target sequence (P43220 whole entry, looked up): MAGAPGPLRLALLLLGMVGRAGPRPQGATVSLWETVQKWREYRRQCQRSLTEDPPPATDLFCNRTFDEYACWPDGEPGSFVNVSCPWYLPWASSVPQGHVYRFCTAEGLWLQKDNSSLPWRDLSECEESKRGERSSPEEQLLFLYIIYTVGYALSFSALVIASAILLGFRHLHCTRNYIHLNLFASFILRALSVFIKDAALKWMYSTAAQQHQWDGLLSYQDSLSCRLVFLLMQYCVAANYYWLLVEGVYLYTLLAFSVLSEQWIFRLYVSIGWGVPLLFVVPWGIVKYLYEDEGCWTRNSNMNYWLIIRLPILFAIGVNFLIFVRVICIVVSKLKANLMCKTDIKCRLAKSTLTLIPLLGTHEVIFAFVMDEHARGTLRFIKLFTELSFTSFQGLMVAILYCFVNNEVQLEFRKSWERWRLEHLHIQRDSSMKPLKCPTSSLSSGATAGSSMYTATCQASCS
#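 HEK293 cells stably co-expressing constitutively active GLP-1R and a cAMP-responsive luciferase reporter were seeded in DMEM with 10% Nu serum, given compounds after 12 h, and incubated 24 h at 37 deg C. Luminescence was then read.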
# aSyn yeast inh: inhibitors of alpha-synuclein toxicity in yeast | Yeast expressing alpha-synuclein, growth rescue, BacTiter-Glo, 24 h | Potency, µM (titrated, usually from 46.1 µM), without a hit: top-dose growth rescue (activation), usual class: activators | 370,000 compounds, 0.14% hits; also: potency is read from the fitted curve at half-maximal effect; % of control where 0% means no effect; nearly all actives have a fitted effect of over 65% in size
#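 Galactose-induced alpha-syn yeast (OD600=0.02, raffinose-pregrown) + pinned cpd, 24 hr, 30 deg C; growth by BacTiter-Glo luminescence. Growth restoration scores as activation.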
# D3 antag: blocks the human D3 dopamine receptor | max response, negative = inhibition, % | D3R cells, DiscoveRx beta-arrestin luminescence, antagonist mode; hits give low values | AID 652054 | P35462 | 360,000 compounds, 2.5% hits; in the data active = max response below about -50%; inconclusive = no clear call, values can overlap the other calls; also: % is scaled to controls: 0 for no effect and ±100 for the full control effect; mostly tested at two doses, the higher about 12 µM
# Target sequence (P35462 whole entry, looked up): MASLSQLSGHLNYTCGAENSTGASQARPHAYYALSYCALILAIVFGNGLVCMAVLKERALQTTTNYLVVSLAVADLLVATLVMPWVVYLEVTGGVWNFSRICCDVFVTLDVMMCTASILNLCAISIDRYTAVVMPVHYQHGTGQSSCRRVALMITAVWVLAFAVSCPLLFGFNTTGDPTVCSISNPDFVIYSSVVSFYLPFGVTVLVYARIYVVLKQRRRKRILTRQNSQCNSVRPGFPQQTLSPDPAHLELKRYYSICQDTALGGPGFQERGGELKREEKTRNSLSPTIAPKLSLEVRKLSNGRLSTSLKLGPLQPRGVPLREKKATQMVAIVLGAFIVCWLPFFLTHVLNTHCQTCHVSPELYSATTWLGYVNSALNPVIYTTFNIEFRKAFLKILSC
#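 Cells expressing the human receptor were seeded at 1500 cells/well, incubated overnight at 37 degrees C in 5% CO2, then exposed to library compounds with dopamine controls for 90 minutes at 37 degrees C before luminescent detection.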
# GLP1R cytotox: cytotoxic in the GLP-1 receptor inverse agonist counter-screen. HEK293 cAMP-luciferase reporter cells, luminescence, 24 h. Potency, µM (titrated, usually from 38.3 µM), for the others: top-dose activity change, negative = inhibition, actives largely listed as inhibitors. 410,000 compounds, 0.13% hits;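 also: loss of luciferase light is scored as toxicity; potency is read from the fitted curve at half-maximal effect; % is scaled to controls: 0 for no effect and ±100 for the full control effect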
#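 Cells in DMEM/10% Nu serum/1% pen-strep, 1536-well format. Pre-incubated 12 h, dosed with 23 nL compound, incubated a further 24 h. Luciferase detection, 12 min at room temp, luminescence.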
# PTHR1 ag: PTHR1 (human) receptor agonism; AID 743266; Q03431; HEK293 GP2 PTHR1 cells, GloSensor cAMP luminescence, 1 h; 410,000 compounds, 0.075% hits; Potency, µM (doses to about 115 µM), without a hit: top-dose activation, usual class: activators; also: potency is read from the fitted curve at half-maximal effect; nearly all actives have a fitted effect of over 55% in size; some results filed as inactive show a strong effect at the top dose; inactives centre near -15; many of its hits are not listed in these tables
#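 HEK-293-derived GP2 cells expressing PTHR1 and a GloSensor cAMP reporter, 3,000/well, plated overnight, given luciferin plus IBMX (each 0.5 mM as added) for 1 h at 37 °C, then compound for 1 h at 37 °C. Luminescence was read after 15 min at room temperature.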
# DRD3 agonist: activates the human D3 dopamine receptor; P35462; D3R DiscoveRx beta-arrestin cells, luminescence, 90 min; max activation, %; 410,000 compounds, 0.58% hits; in the data active = max activation above about 30%; also: 0% is about no effect; mostly tested at two doses, the higher about 12 µM
#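 Agonist-mode cell screen: cells plated at 1500/well and incubated overnight at 37 °C, then exposed to library compounds for 90 min at 37 °C. Detection reagent was added for 30–60 min at room temperature, and luminescence was read.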
# KB-V1 MDR tox: kills drug-selected multidrug resistant KB-V1 cells. AID 1347076. 400,000 compounds, 3.4% hits. Potency, µM (top dose mostly 46.1 µM), for the others: at the highest dose activity change, negative = cytotoxicity, usual class: cytotoxic. KB-V1 MDR cells viability, CellTiter-Glo, 72 h; also: potency is read from the fitted curve at half-maximal effect; % is scaled to controls: 0 for no effect and ±100 for the full control effect; nearly all actives have a fitted effect of over 60% in size
#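 Following 72 h at 37 degrees C with compound, KB-V1 cell viability was read by CellTiter-Glo luminescence, medium being phenol-red-free DMEM plus 10% FBS; concentration-response parameters came from normalized, curve-fitted qHTS data.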
# GLP-1R agonist: agonists of human GLP-1 receptor; P43220; HEK293 GLP-1R CRE-luciferase, luminescence, 4-6 h; cells express a hypersensitive GLP-1R form; Potency, µM (titrated, usually from 45.6 µM), without a hit: top-dose activation, most hits filed as activators; 380,000 compounds, 0.007% hits; also: potency is read from the fitted curve at half-maximal effect; % of control where 0% means no effect
# TDP43 rescue: TDP-43 toxicity inhibition in yeast; 410,000 compounds, 1.8% hits; Potency, µM (series often up to 46.1 µM), inactives show at the top dose growth rescue (activation), hits mostly activators; TDP-43 expressing yeast growth rescue, BacTiter-Glo, 24 h; also: potency is read from the fitted curve at half-maximal effect; % of control where 0% means no effect; nearly all actives have a fitted effect of over 50% in size
#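 Yeast expressing TDP-43 (pregrown in raffinose, seeded at OD600=0.02 in galactose medium) exposed to compounds 24 hr at 30 deg C. Growth read by BacTiter-Glo luminescence; rescue of toxicity appears as increased signal.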
# Numbers without * were called inactive; i = inactive; ? = inconclusive; . = not tested or not shown; [ ] = remark or other dose. Unless noted, calls follow the shape of the dose curve; as a rule, active = well fitted curve in the direction sought with a large enough effect; inconclusive = small, poorly fitted or top-dose-only effect, or another doubt; inactive = no such curve, though single readings can be large; an effect the other way counts as inactive or inconclusive.
SMILES,GLP1R inv ag,aSyn yeast inh,D3 antag,GLP1R cytotox,PTHR1 ag,DRD3 agonist,KB-V1 MDR tox,GLP-1R agonist,TDP43 rescue
CCCCn1c(N)c(N(CC(C)C)C(=O)CSCC(=O)Nc2cccc(C)c2)c(=O)[nH]c1=O,-9%,1%,15,-18%,i,5,-17%,4%,-3%
Cc1ccc2c(c1)CCO[C@]21O[C@H](CCO)C[C@H](O)[C@H]1O,-3%,-2%,-24,3%,-14%,-5,9%,10%,17%
CCN(C(=O)COC(=O)C1CCC(C(C)(C)C)CC1)c1c(N)n(Cc2ccccc2)c(=O)[nH]c1=O (stereo not given),-5%,?,-7,2%,-13%,1,-4%,8%,1%
Cc1ccc(C(=O)OCC(=O)Nc2ccccc2N2CCOCC2)cc1,-29%,-3%,-21,-8%,i,-6,-10%,17%,0%
CC(=O)c1ccc(OC(C)C(=O)NCC2(N3CCOCC3)CCCCC2)cc1 (stereo not given),15%,0%,7,1%,-15%,0,7%,1%,-14%
CCCCCN(C(=O)COC(=O)c1ccc(C)cc1)c1c(N)n(CCCC)c(=O)[nH]c1=O,9%,1%[1.84 µM],10,-6%,-9%,3,20%,9%,13%
CN(CC1COc2ccccc2O1)C(=O)Cn1cc(C(F)(F)F)ccc1=O (stereo not given),17%,4%,14,6%,i,-4,?,-1%,19%
CCc1nn(C(CC)C(=O)NCc2cccc(OC)c2OC)c(=O)c2cc3occc3n12 (stereo not given),2%,6%,-5,-15%,-22%,-5,-2%,-3%,2%
O=C(Nc1ccccc1C(=O)NCC1CCCO1)c1ccc(Cl)cc1Cl (stereo not given),-27%,-1%,29,-15%,i,13,6.5µM*,-1%,-19%
Cc1ccc(C)c(COC(=O)c2cc(S(=O)(=O)N3CCCCC3)ccc2N2CCOCC2)c1,?,3%,-12,14%,i,-4,?,3%,22%
C[C@@H](c1ccccc1)N1C[C@H]2CCCN2c2cc(Br)ccc2S1(=O)=O,?,-17%,30,-24%,i,18,?,-5%,14%
CC1(C)Cc2c(c(=S)nc(-c3ccccc3)n2CCOCCO)CO1,-3%,-11%,?,-10%,-3%[57.5 µM],-2,0%,0%,-3%
COC(=O)C(Nc1ccccc1Cl)(c1cc(C)c(O)c(C)c1)C(F)(F)F (stereo not given),4.5µM*,-74%[inhibitor],-2,?,-25%[57.5 µM],5,8.2µM*,-24%,-90%[inhibitor]
NC(=O)c1ccccc1NC(=O)CN1CCN(Cc2ccc(Cl)cc2Cl)CC1,?,-5%,-23,22%,-88%[inhibitor],-9,?,-1%,-15%
COc1ccc(C(C(=O)NC2CCCC2)N(CCCO)C(=O)c2snc(C(N)=O)c2N)cc1 (stereo not given),6%,0%,4,1%,19%,0,-7%,10%,-7%
COc1cc(/C=C/C(=O)Nc2ccc(N3CCCCC3)c(S(=O)(=O)Nc3ccccc3Cl)c2)cc(OC)c1OC,-1%,-3%,-12,-18%,i,1,-4%,0%,?
CCOC(=O)C1CCN(C(=O)/C=C/c2ccc3c(c2)OCO3)CC1,5%,-12%,19,-23%,-41%[inhibitor],2,-3%,-1%,?
C=CCNc1cc(C(F)(F)F)nc(-c2ccccn2)n1,0%,-10%,22,?,i,5,-5%,-1%,20%
O=C(NCCCN1CCOCC1)C(=O)N/N=C/c1ccccc1O,-13%,-8%,-8,24%,?,-7,-5%,2%,-11%
CCCCN(CC)C(=O)Cc1ccccc1OC,-17%,1%,0,59%[activator],-9%,0,?,-1%,-15%
Cc1c(N=Cc2cc3c(cc2Cl)OCO3)c(=O)n(-c2ccccc2)n1C,2%,3%,6,4%,-5%,0,5%,-10%,-11%
CCCC(C)NC(=O)c1cc(S(=O)(=O)N2CCCCCC2)ccc1OC (stereo not given),?,-12%,4,-4%,i,-3,8%,15%,13%
COc1ccc(-c2[nH]ncc2/C=N/NC(=O)c2ccc(Br)cc2)c(OC)c1,-13%,0%,-66*,-14%,-22%,-38,19%,8%,19%
Cc1ccc(NC(=O)Cc2ccsc2)cc1Cl,?,1%,22,2%,-36%[inhibitor],2,-2%,-3%,?
CC(=O)SC(C[N+](=O)[O-])c1cn(C(C)=O)c2ccccc12 (stereo not given),0%,-73%[inhibitor],61,7%,-2%,3,?,-10%,-92%[inhibitor]
O=C(Cc1ccccc1Cl)N1CCN(c2ncccn2)CC1,-7%,5%,-3,-9%,i,-2,-16%,1%,27%
O=S(=O)(c1cnccc1N1CCN(/N=C/c2ccc(Br)cc2)CC1)N1CCCCC1,-3%,-5%,-7,7%,-18%,2,-23%,-11%,3%
COc1ccc(NC(=O)CSc2ccccn2)cc1OC,7%,3%,13,4%,i,8,13%,7%,22%
O=C(NCc1ccncc1)C(F)(F)C(F)(F)C(=O)NCc1ccncc1,1%,2%,1,-1%,i,-1,4%,-1%,8%
COC(=O)/C=c1\[nH]c2nnc(C)n2c1=O,3%,2%,6,3%,i,-5,-5%,-3%,-16%
CCCCCCCCN1C(=O)[C@H](CC(=O)NCCc2ccccc2OC)C[C@@]2(C(=O)OC)CC(C)(C)CC=C12,?,22%,-22,-13%,-79%[inhibitor],-6,?,.,11%
COc1ccc(C(=O)NCCNc2nc3ccc(C)cc3cc2C#N)cc1OC,57%[activator],4%,-2,37%[activator],-11%,7,20%,1%,9%
O=C(COC(=O)CNC(=O)c1ccc([N+](=O)[O-])o1)Nc1ncc(Cl)cc1Cl,4%,1%,7,-17%,i,0,-2%,0%,-3%
COc1ccccc1Nc1c([N+](=O)[O-])cncc1[N+](=O)[O-],21%,2%,-5,-19%,-5%,3,0%,8%,?
CC(NC(=S)Nc1c(Br)cccc1OC(F)F)C(C)(C)C (stereo not given),?,-8%,-6,?,-43%[inhibitor],-10,-13%,6%,10%
N#C/C(=N\Nc1ccc([N+](=O)[O-])cc1)C(=N)N1CCOCC1,40%[activator],0%,1,?,i,19,0%,-2%,7%
COc1ccc(NC(=O)C2Cc3ccccc3CN2S(=O)(=O)c2ccccc2)cc1OC (stereo not given),-17%,.,.,2%,-2%,-6,25%,.,0%[9.22 µM]
CCNc1nc(NC(C)C)nc(Oc2ccc(OCc3ccccc3)nn2)n1,53%[activator],7%,21,-6%,i,2,?,9%,-17%
Cc1ccccc1-n1nnnc1SCC(=O)c1c(N)n(C2CC2)c(=O)[nH]c1=O,9%,-2%,2,18%,-7%,12,0%,-1%,0%
CCOc1ccc(-c2nnn(CC(=O)c3ccc4c(c3)OCCO4)n2)cc1OCC,0%,-2%,15,-15%,-5%[57.5 µM],26,?,14%,-18%
CCOC(=O)c1ccc(N2C(=O)c3n[nH]c(-c4ccco4)c3C2c2cccc([N+](=O)[O-])c2)cc1 (stereo not given),?,-1%,?,-6%,-12%,-20,18µM*,-16%,-17%
C[C@@H]1CN([C@H](C)CO)C(=O)CCCn2cc(nn2)CO[C@H]1CN(C)C(=O)Nc1ccc(F)cc1,21%,-1%,-24,0%,13%,-6,13%,-3%,-3%
CCC(=O)N1CCc2cc(Br)cc(S(=O)(=O)CCC(=O)Nc3ccc(C)c(F)c3)c21,2%,.,.,7%,i,-5,0%,.,6%
Nc1cc(=O)[nH]c(SCc2ccc(Cl)cc2Cl)n1,-6%,2%,20,-14%,-43%,30*,-45%,16%,21%
O=C(CSc1nc2ccccc2c(=O)n1-c1ccccc1Cl)NCC1CCCO1 (stereo not given),8%,-13%,-11,0%,i,-4,-13%,9%,6%
COc1ccc(OC)c(NC(=O)CSC2=Nc3ccccc3C3=NC(CCC(=O)NC4CCCCC4)C(=O)N23)c1 (stereo not given),-11%,.,.,-4%,-6%,1,13%,.,18%
CCC1(CC)NC(=O)N(CC(=O)OCC(=O)Nc2ncc(Cl)cc2Cl)C1=O,7%,-2%,9,5%,0%,3,27%,-7%,0%
Cc1ccc(S(=O)(=O)CCC(=O)OCC(=O)N2c3ccccc3CC2C)cc1 (stereo not given),2%,2%,0,1%,i,-1,3%,-23%,15%
CCN1CSC(=S)N(Cc2ccc(OC)cc2)C1,-11%,-7%,?,-14%,?,3,?,-2%,-92%[inhibitor]
Cc1nnc(N2CCN(c3ccccc3F)CC2)c2c1nnn2Cc1ccccc1,-14%,.,.,6%,-27%,5,-6%,.,2%
CCCCN(C(=O)c1cc(-c2ccco2)nc2ccccc12)c1c(N)n(CCCC)c(=O)[nH]c1=O,28%,1%,6,-2%,i,9,1%,15%,-6%
O=C(c1ccco1)N1CCN(C(=O)c2ccco2)CC1,-7%,2%,-28,-9%,-24%,-5,3%,6%,0%
COc1ccc(CCNC(=O)C(=O)NCC(c2cccs2)S(=O)(=O)c2cccs2)cc1 (stereo not given),?,.,.,-15%,-15%,7,?,.,9%
NS(=O)(=O)c1cccc(NC(=O)C2CC(=O)N(Cc3ccco3)C2)c1 (stereo not given),4%,1%,3,6%,i,20,27%,4%,5%

# Single records (already shown). Order of screens: GLP1R inv ag, aSyn yeast inh, D3 antag, GLP1R cytotox, PTHR1 ag, DRD3 agonist, KB-V1 MDR tox, GLP-1R agonist, TDP43 rescue
# O=C(c1ccco1)N1CCN(C(=O)c2ccco2)CC1 is listed as -7%, 2%, -28, -9%, -24%, -5, 3%, 6%, 0%
# COc1ccc(C(C(=O)NC2CCCC2)N(CCCO)C(=O)c2snc(C(N)=O)c2N)cc1 (stereo not given) is listed as 6%, 0%, 4, 1%, 19%, 0, -7%, 10%, -7%
# COc1ccc(NC(=O)CSc2ccccn2)cc1OC is listed as 7%, 3%, 13, 4%, i, 8, 13%, 7%, 22%
# Cc1ccc(C)c(COC(=O)c2cc(S(=O)(=O)N3CCCCC3)ccc2N2CCOCC2)c1 is listed as ?, 3%, -12, 14%, i, -4, ?, 3%, 22%

# These rows are one share of the data (hit frequency here may not be typical).
